Screening data: PubChem BioAssay, National Center for Advancing Translational Sciences (NCATS)
TDP1 inh: qHTS Assay for Inhibitors of Tyrosyl-DNA Phosphodiesterase (TDP1); Tyrosyl-DNA phosphodiesterase 1 (Homo sapiens), Q9NUW8; recombinant TDP1, AlphaScreen DNA substrate cleavage; Potency, µM (top dose mostly 130 µM), for the others: at the top dose activity change, negative = inhibition, usual class: inhibitors; 350,000 tested, 0.28% active; note: nearly all actives have a fitted effect of over 40% in size
Target sequence (Q9NUW8 whole entry, looked up): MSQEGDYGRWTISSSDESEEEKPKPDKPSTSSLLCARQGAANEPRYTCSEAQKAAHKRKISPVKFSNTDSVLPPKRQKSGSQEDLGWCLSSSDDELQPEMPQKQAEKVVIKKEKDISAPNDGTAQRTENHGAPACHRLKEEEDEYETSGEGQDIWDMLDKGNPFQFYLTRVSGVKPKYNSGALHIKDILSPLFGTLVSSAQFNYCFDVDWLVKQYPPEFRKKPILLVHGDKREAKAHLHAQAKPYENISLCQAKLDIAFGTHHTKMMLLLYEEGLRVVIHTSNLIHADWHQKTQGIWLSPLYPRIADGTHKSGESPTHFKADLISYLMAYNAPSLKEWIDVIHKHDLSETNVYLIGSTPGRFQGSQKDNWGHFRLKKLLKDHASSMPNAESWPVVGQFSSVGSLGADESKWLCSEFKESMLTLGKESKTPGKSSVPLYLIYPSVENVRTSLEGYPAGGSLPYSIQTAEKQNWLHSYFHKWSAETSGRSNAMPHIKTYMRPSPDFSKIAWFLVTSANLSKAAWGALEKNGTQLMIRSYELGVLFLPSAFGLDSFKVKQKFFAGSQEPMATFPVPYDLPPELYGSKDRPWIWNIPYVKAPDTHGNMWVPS
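E. coli-derived human Tdp1, 1 nM final. Cpd preinc 15 min RT; substrate 15 nM final, 5 min RT; AS bead mix 10 ug/ml final, 10 min RT. Signal loss = tyrosine-FITC cleavage. No-enzyme wells = max signal.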
TDP1 cell noCPT: qHTS for Inhibitors of human tyrosyl-DNA phosphodiesterase 1 (TDP1): qHTS in cells in absence of CPT | DT40 Tdp1-/- hTDP1 cells, no CPT, ATP luminescence, 48 h | Potency, µM (top dose mostly 46.2 µM), for inactives: at the top dose activity change, negative = growth inhibition, actives largely listed as inhibitors | 420,000 tested, 15% active | AID 686978, 2013; note: nearly all actives have a fitted effect of over 55% in size
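Camptothecin absent (DMSO only). Human TDP1-complemented DT40 knockout cells, 400 cells/well, 37 °C for minimum 48 hr; ATP measured via CellTiter-Glo, 30 min dark incubation, luminescence.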
TDP1 cell CPT: qHTS for Inhibitors of human tyrosyl-DNA phosphodiesterase 1 (TDP1): qHTS in cells in presence of CPT; Potency, µM (top dose mostly 46.2 µM), without a hit: top-dose activity change, negative = growth inhibition, most hits filed as inhibitors; AID 686979, 2013; chicken DT40 Tdp1-/-;hTDP1 cells + 20 nM CPT, ATP luminescence, 48 h; 420,000 tested, 12% active; note: nearly all actives have a fitted effect of over 55% in size
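Cell growth measured by CellTiter-Glo luminescence after a minimum 48 h, 37 C compound exposure with 20 nM CPT in Tdp1-knockout DT40 cells stably expressing hTDP1, seeded 400/well; qHTS titration format.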
* marks the source's active call; other numbers are inactive results; ? = inconclusive; / = no result given; [ ] = another dose, or the depositor's remark. Calls come from the whole dose curve; as a rule, active = well fitted curve in the direction sought with a large enough effect; inconclusive = small, poorly fitted or top-dose-only effect, or another doubt; inactive = no such curve, though single readings can be large; an effect the other way counts as inactive or inconclusive. % is set by controls: 0 for no effect and ±100 for the full control effect; potency is the fitted concentration of half-maximal effect.

smiles,TDP1 inh,TDP1 cell noCPT,TDP1 cell CPT
COc1ccc(NC(=O)Nc2ccc3c(c2)C(=O)N([C@H](C)CO)C[C@@H](C)[C@@H](CN(C)C(=O)C2CCCCC2)OCCCC[C@H](C)O3)cc1,/,23.1µM*,?
CN(Cc1ccccc1)C(=O)COc1ccc(-c2nnco2)cc1,-0.6%,-24.0%,4.8%
CCN(CC)S(=O)(=O)c1ccc(N2CCOCC2)c(NC(=O)c2cc(=O)[nH]c3ccccc23)c1,-1.2%,-3.5%,-10.7%
CCOC(=O)c1cc(-c2ccccc2)sc1NC(=O)C(C)N1C(=O)c2ccccc2C1=O (stereo not given),5.6%,-3.5%,-5.4%
C=C(C)Cn1c(CCCNC(=O)C(C)(C)C)nc2ccccc21,2.5%,23.1µM*,16.4µM*
COc1ccc(CN(C(=O)CSc2nnc(-c3ccccc3C)o2)c2ccc(F)cc2)cc1,5.0%,23.1µM*,?
CC(C)(C)C1(C)OC(=O)C(=Cc2ccc(OCC(=O)Nc3ccccc3)cc2)C(=O)O1 (stereo not given),5.3%,-24.6%,-18.3%
Fc1ccc(-c2nc3ccc(Cl)cn3c2Cc2cccc(Cl)c2)cc1,/,?,-3.3%
CCOC(=O)/C(C(N)=NCCO)=C(/O)c1ccccc1,5.1%,-0.9%,0.5%
O=C(C[n+]1cccc(C(=O)Nc2ccccc2)c1)c1ccc([N+](=O)[O-])cc1,0.0%[0.0935 µM],?,?
CCc1nnc2n1N=C(c1ccc(OC)cc1)CS2,2.5%,-29.2%,-1.9%
CCOC(=O)c1cccc(NC(=O)CCc2ccccc2)c1,1.2%,-7.0%,-23.7%
COc1ccc(OCC(=O)Nc2c(C(=O)N3CCC(N4CCCCC4)CC3)oc3ccccc23)cc1,1.9%,?,?
COc1ccc(CCn2c(C)cc(C(=O)CN3C(=O)C(=O)N(Cc4ccco4)C3=O)c2C)cc1,3.6%,9.2µM*,13µM*
COCCN(C(=O)c1ccco1)c1nc(-c2ccccc2)cs1,/,?,-1.0%
CN(c1ccc(OCC(=O)N2CCCC2)cc1)S(=O)(=O)c1ccc(Cl)cc1,-0.4%,-47.0%,?
Cc1cnc(C)c(Nc2nc(C(N)CCc3ccccc3)cs2)n1 (stereo not given),/,18.4µM*,16.4µM*
CC(C)Cc1cc(CNC(=O)C2CCC(=O)N(CCc3cccc(F)c3)C2)on1 (stereo not given),0.8%,?,?
COc1ccc(CNC(=O)CCCc2ccccc2)cc1,8.5%,-17.8%,-4.8%
O=C1CCCN1CC(CN1CCOCC1)Sc1nc2ccccc2c(=O)n1-c1ccccc1 (stereo not given),0.0%,-24.4%,-12.2%
CCc1ccc(S(=O)(=O)NCc2csc(-c3ccccc3)n2)s1,2.0%,?,?
CC(C)CNC(=O)COC(=O)c1cc(S(=O)(=O)N(C)C)ccc1N1CCCC1,0.6%,-23.2%,1.0%
CCOc1ccc(S(=O)(=O)N2CCOCC2)cc1NC(=O)CSCc1c(C)noc1C,/,-20.3%,-11.8%
Cc1cc(C(=O)COC(=O)c2cccnc2Cl)c(C)n1-c1c(C)n(C)n(-c2ccccc2)c1=O,-1.2%,-3.8%,-9.3%
COc1ccc(Cc2c(-c3ccc(F)cc3)nc3c(C)cc(Br)cn23)c(C)c1,/,18.4µM*,?

Laid out differently: entries from further up.
Fields: TDP1 inh, TDP1 cell noCPT, TDP1 cell CPT
- CC(C)CNC(=O)COC(=O)c1cc(S(=O)(=O)N(C)C)ccc1N1CCCC1
    0.6%, -23.2%, 1.0%
- CC(C)(C)C1(C)OC(=O)C(=Cc2ccc(OCC(=O)Nc3ccccc3)cc2)C(=O)O1 (stereo not given)
    5.3%, -24.6%, -18.3%
- CC(C)Cc1cc(CNC(=O)C2CCC(=O)N(CCc3cccc(F)c3)C2)on1 (stereo not given)
    0.8%, ?, ?

(further entries)
smiles,TDP1 inh,TDP1 cell noCPT,TDP1 cell CPT
CCOc1ccc(N(CC(=O)NC(C)(C)C)S(=O)(=O)c2c(C)noc2C)cc1,0.0%,-15.4%,3.2%
Cc1ccc(Cc2nc3ccccc3nc2SCC(=O)Nc2ccc3c(c2)OCO3)cc1,2.7%,?,?
COCCCNC(=O)c1cc2c(s1)CS(=O)(=O)C2,1.4%,-2.5%,-16.0%
COc1ccc(C(=O)CN2CCN(CCN3C(=O)c4cccc5cccc(c45)C3=O)CC2)cc1,/,20.6µM*,?
OC[C@@H]1CN(Cc2ccco2)C[C@H](n2cnc3c(N4CCOCC4)ncnc32)O1,/,12.6%,5.8%
COc1ccc(NC(=S)NCCNC(C)=O)cc1,-5.1%,-9.7%,-3.5%
Cc1ccc(C(=O)NCC(=O)OC(C)C(=O)Nc2ccc(N3CCOCC3)cc2)s1 (stereo not given),-1.2%,-1.0%,-21.5%
Cc1cc(Nc2ccc(C(C)C)cc2)n2ncnc2n1,7.9%,?,?
COCCNC(=O)c1cnn2c(C(F)(F)F)cc(-c3ccc(C)cc3)nc12,-4.7%,?,?
COc1ccc(NC(=O)CC(=O)Nc2ccc(OC)cc2OC)c(OC)c1,6.8%,12.5%,0.6%
COc1cccc(CNC(=O)CCn2nc(C)c3c(C)n(-c4ccccc4)nc3c2=O)c1,5.6%,?,?
COc1ccc(N2CCN(c3nc4ccccc4n4c(C)nnc34)CC2)cc1,3.9%,-9.2%,-6.4%
COc1cc(OC)c2c(=O)c(OC)c(-c3ccc(OC)c(OC)c3)oc2c1,15.2%[56.1 µM],?,?
CC(C)CC(CO)N1CCN(C(=O)c2cccc(Cl)c2)CCC1=O (stereo not given),/,-15.9%,-15.8%
COc1c(O)cc2c(-c3ccccc3)cc(=O)oc2c1OC,9.7%[56.1 µM],-13.5%,-3.5%
COCCNC(=O)c1cccc(OC2CCN(Cc3ccccc3C)CC2)c1,/,6.5%,15.1%
O=C1C2CCCCN2C(=O)N1CCN1CCN(c2cccc(Cl)c2)CC1 (stereo not given),/,?,-25.0%
Cc1cccc(-n2c3nc(=O)[nH]c(=O)c-3cc3cc([N+](=O)[O-])ccc32)c1,3.1%,-113.3%,4.61µM*
COc1ccc(Cn2nnnc2C(c2ccccc2OC)N2CCC(C(N)=O)CC2)cc1 (stereo not given),-4.5%,0.7%,-15.1%
O=C(NC1CCCCCC1)c1cc2c(Cl)nc3ccccc3c2s1,2.3%,-13.5%,0.0%
CSc1nnc(-c2sc3cc(C(F)(F)F)cnc3c2-c2cccnc2)n1C,7.0%,16.4µM*,?
Cc1nc(NNC(=O)c2ccccc2)cc(-c2ccccc2)n1,2.3%,-10.7%,-14.5%
Cc1noc(C)c1COC(=O)c1cccc(S(=O)(=O)N2CCCCCC2)c1,2.0%,14.6µM*,14.6µM*
CCc1cccc(C)c1NC(=O)NC1COc2ccccc2C1 (stereo not given),-2.7%,-25.5%,-25.3%
Cc1ccc2c(C)c(C(=O)N3CCCCC3CO)oc2c1C (stereo not given),4.4%,13µM*,18.4µM*

Later entries
smiles,TDP1 inh,TDP1 cell noCPT,TDP1 cell CPT
C[C@H](NC(=O)/C=C/[C@H]1O[C@@H](n2ccc(=O)[nH]c2=O)[C@H](O)[C@@H]1O)C(=O)O,/,-5.3%,-1.3%
O=C(NCCc1ccc(Cl)cc1)/C(=C/c1cccnc1)NC(=O)c1ccccc1,3.5%,-13.3%,-21.7%
COc1ccc(OC)c(N(CC(=O)Nc2ccc3c(c2)OCO3)S(=O)(=O)c2ccccc2)c1,0.0%,?,25.9µM*
CN(C)S(=O)(=O)Nc1cc(Cl)cc(Cl)c1,-2.7%,?,18.4µM*
O=C(Cc1ccccc1)Nc1ccc(CN2CCOCC2)cc1,9.3%,-7.1%,-5.2%
O=S(=O)(Cc1ccccc1)N1CCCC1,-5.1%,-16.1%,0.6%
COc1ccc([C@@H]2[C@@H]3C(=O)N(C(C)(C)C)C(=O)[C@@H]3[C@]3(CC(C)C)C(=O)N(c4ccc(C(F)(F)F)cc4)C(=O)N23)cc1,/,?,-28.0%
O=C(CNC(=O)c1ccc(Cl)cc1)OC1CCOC1=O (stereo not given),-2.3%,?,?
Cc1ccc(CNc2ncnc(N)c2[N+](=O)[O-])cc1,3.1%,?,5.4%
CCOc1ccc(CCNC(=O)CS(=O)Cc2nc(-c3ccc(OC)cc3)oc2C)cc1OCC (stereo not given),4.8%,?,?
O=C(CS(=O)(=O)c1c[nH]c2ccccc12)Nc1ccc(F)cc1,1.0%,-14.3%,-2.7%
CCOC(=O)C1CCCCN1C(=O)CCc1nnc(-c2ccc3c(c2)OCO3)o1 (stereo not given),/,-24.7%,-23.7%
Cc1ccc(N=C(N(C)C)P(=O)(N(C)C)N(C)C)c(C)c1,-1.2%,-18.1%,14.1%
O=C(COc1cccnc1[N+](=O)[O-])NCc1cccs1,6.9%,-0.1%,9.2%
Cc1ccc2cccc(OCc3ccc(F)cc3)c2n1,1.2%,?,-21.3%
Cc1oc(-c2ccccc2Cl)nc1CS(=O)(=O)CC(=O)N1CCOCC1,/,-13.8%,9.7%
COc1ccc(OC)c(N(C(=O)c2ccco2)C(C(=O)NC2CCCC2)c2cc(OC)c(OC)c(OC)c2)c1 (stereo not given),2.7%,?,-23.0%
CC(=O)c1cc2c(cc1NC(=O)Nc1cccc(Cl)c1)OCCO2,6.2%,?,?
O=C(CCC1CCCN(C(=O)C2=CCCCC2)C1)N1CCN(c2ccccn2)CC1 (stereo not given),/,?,-24.3%
Cc1c(C(=O)Nc2ccc(S(=O)(=O)N3CCOCC3)cc2)cccc1[N+](=O)[O-],/,?,?
CCCOC(=O)c1ccc(Oc2cn[nH]c2-c2ccc(OCC(=O)NN)cc2O)cc1,7.5%,-7.0%,-28.2%
Cc1ccc(C(=O)C(C)OC(=O)Cc2n[nH]c(=O)c3ccccc23)cc1C (stereo not given),/,?,?
COC(=O)Nc1ccc(S(=O)(=O)NNC(=O)c2c(O)c3ccccc3[nH]c2=O)cc1,/,23.1µM*,?
CC(C)N1C(=O)CCC1C(=O)NCc1cccs1 (stereo not given),-2.6%,5.4%,2.5%
O=C(Nc1nc(-c2ccccc2)cs1)c1ccco1,/,?,?

(list continues)
smiles,TDP1 inh,TDP1 cell noCPT,TDP1 cell CPT
CCOC(=O)C1(CC2CCCCO2)CCN(C(=O)Nc2ccc(C(=O)OC)cc2)CC1 (stereo not given),0.0%,?,?
O=C(c1ccc(F)cc1)N1CCN(Cc2ccccc2)CC1,/,0.7%,-8.7%
CNS(=O)(=O)c1cccc(C(=O)OCC(=O)c2cc(C)n(-c3ccc4c(c3)OCO4)c2C)c1,7.9%,-28.7%,-11.3%
CCC(=O)Nc1cccc(Oc2nc(C)cc(C)c2C#N)c1,1.3%,-11.1%,9.1%
CCOC(=O)c1cnn(-c2sc(C(=O)OCC)c(C)c2C(=O)OCC)c1N,/,-23.1%,-24.2%
CCOc1cc(N2CCOCC2)c(OCC)cc1NC(=O)COc1ncnc2ccc(Br)cc12,0.0%,-29.5%,-7.2%
COc1ccccc1CN(C)C[C@H]1OCc2cnnn2CCCC(=O)N([C@@H](C)CO)C[C@@H]1C,/,7.2%,8.5%
COc1ccc2[nH]c(=O)c(CN(Cc3cccs3)C(=S)Nc3cccc(C)c3)cc2c1,2.8%,13µM*,20.6µM*
Cc1cc(NC(=O)c2cc([N+](=O)[O-])ccc2Cl)no1,/,16.4µM*,?
N#C/C(=C\c1cccn1S(=O)(=O)c1cccc([N+](=O)[O-])c1)S(=O)(=O)c1ccc(F)cc1,/,?,?
Cc1nnc(SCC(=O)Nc2ccc3c(c2)OCO3)n(N)c1=O,5.0%,-23.4%,1.6%
Cc1cccc(/C=C/c2onc(C)c2[N+](=O)[O-])n1,/,2.59µM*,2.59µM*
CCOc1ccc(S(=O)(=O)N(C)c2ccc(OCC(=O)NCc3ccc(C(=O)OC)cc3)cc2)cc1,10.8%,-54.3%,-3.3%
O=C1C=CC(=O)N1c1ccc2c(c1)C(NC(=O)C(F)(F)F)c1ccccc1-2 (stereo not given),/,1.84µM*,1.3µM*
